# uPA generation = qHTS for Inhibitors of Cell Surface uPA Generation; cell surface uPA generation assay, qHTS; AID 540303, 2011; hit rate 0.31% among 330,000; Potency, µM (highest dose often 38.3 µM), for inactives: at the top dose activity change, negative = inhibition, most hits filed as inhibitors; active means well fitted inhibition curve with a large enough effect; inconclusive means small, poorly fitted or top-dose-only effect; inactive means no such curve, though single readings can be large or run the other way; tested in mouse RAW 264.7 cells; further: potency means the concentration at half of the fitted maximal effect; on the % scale 0 is the no-effect control and ±100 the full control effect; nearly all actives have a fitted effect of over 55% in size
# Coupling enz = qHTS Assay for Inhibitors of Fructose-1,6-bisphosphate Aldolase from Giardia Lamblia: Coupling assay counterscreen. coupling enzyme system counterscreen, AmpLite Red fluorescence. activity change, negative = inhibition, % at 58.2 µM, hits read low. AID 2472, 2010. hit rate 0.67% among 290,000; in the data active means activity change below about -30%; further: on the % scale 0 is the no-effect control and ±100 the full control effect
#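 First, compound is pin-transferred into glyceraldehyde-3-phosphate coupling-enzyme reagent at 57.5 uM final and held 10 min at RT. Next, substrate, coupling system and AmpLite Red are added. After 20 min RT, fluorescence (525/598 nm) is read.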
# ELG1 genotox = qHTS screen for small molecules that induce genotoxicity in human embryonic kidney (HEK293T) cells expressing luciferase-tagged ELG1; HEK293T ELG1-luciferase reporter, luminescence, 16 h; hit rate 1.3% among 330,000; AID 504466, 2011; Potency, µM (doses to about 46 µM), without a hit: at the highest dose activity change, positive = activation, actives largely listed as activators; further: potency means the concentration at half of the fitted maximal effect; % of control where 0% means no effect; nearly all actives have a fitted effect of over 60% in size
#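 Step 1: seed 2,000 HEK293T ELG1-luciferase cells per well. Step 2: add compound or DMSO, incubate 16 hr at 37 °C. Step 3: ONE-Glo, 30 min at room temperature, read luminescence.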
# KCNH2 3.1 inh = qHTS for Inhibitors of KCHN2 3.1: Mutant qHTS. Potassium voltage-gated channel subfamily H member 2, brain isoform KCNH2 3.1 (human). U2OS KCNH2 3.1, thallium flux FluxOr; stronger effect = lower value. activity change, % (tested at about 1.8 µM). hit rate 0.95% among 340,000;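 active means maximum activity change below -70%; inconclusive means maximum activity change from -70% to -50%; inactive means maximum activity change above -50%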;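 further: thallium influx rate constant from kinetic fluorescence after stimulation buffer; on the % scale 0 is the no-effect control and ±100 the full control effect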
#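 Channel expression came from 3.1 mutant virus (1.77 x 10^8 /mL) applied to suspended U2OS cells for 4 h. Flux was tracked with FluxOr dye plus Red40 quencher, and kinetic rate constants normalized to controls.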
# Tb PFK block = qHTS Assay to Find Inhibitors of T. brucei phosphofructokinase; T. brucei PFK, ADP-Glo luminescence; AID 485367, 2010; Potency, µM (doses to about 57.5 µM), for inactives: top-dose activity, negative = inhibition, actives largely listed as inhibitors; hit rate 0.17% among 330,000;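 further: potency means the concentration at half of the fitted maximal effect; 0% = uninhibited 1x PFK enzyme wells and -100% = no-enzyme wells; nearly all actives have a fitted effect of over 60% in size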
# Target sequence (O15648 whole entry, looked up): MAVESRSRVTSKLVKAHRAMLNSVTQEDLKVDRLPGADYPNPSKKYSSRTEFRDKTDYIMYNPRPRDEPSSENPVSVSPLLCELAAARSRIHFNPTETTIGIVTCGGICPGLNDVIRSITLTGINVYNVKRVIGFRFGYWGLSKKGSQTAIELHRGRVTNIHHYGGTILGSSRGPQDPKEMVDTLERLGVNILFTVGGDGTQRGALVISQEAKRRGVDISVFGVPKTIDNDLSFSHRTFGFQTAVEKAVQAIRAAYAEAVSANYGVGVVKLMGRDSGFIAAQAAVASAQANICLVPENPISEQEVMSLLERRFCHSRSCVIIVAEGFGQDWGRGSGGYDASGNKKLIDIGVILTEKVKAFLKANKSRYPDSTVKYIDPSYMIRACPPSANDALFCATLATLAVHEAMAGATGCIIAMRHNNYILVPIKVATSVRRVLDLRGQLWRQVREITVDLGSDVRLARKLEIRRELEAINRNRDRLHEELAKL
#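 In TEA buffer at pH 8.0 with 5 mM MgCl2, enzyme (1.25 nM) converted F6P (0.5 mM) and ATP (0.1 mM) for 45 min at room temperature. ADP product was read by luciferase luminescence.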
# Gal4-VP16 FLuc = VP16 counterscreen qHTS for inhibitors of ROR gamma transcriptional activity; Drosophila S2 Gal4-VP16 UAS-luciferase, luminescence, 20 h; Potency, µM (titrated, usually from 53.6 µM), for the others: at the highest dose activity, negative = inhibition, most hits filed as inhibitors; hit rate 3.5% among 310,000;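 further: Gal4-VP16 expression switched on by copper sulfate through the metallothionein promoter; potency means the concentration at half of the fitted maximal effect; on the % scale 0 is the no-effect control and ±100 the full control effect; nearly all actives have a fitted effect of over 50% in size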
# NPC1 prom act = qHTS Assay for NPC1 Promoter Activators; Huh7 NPC1 promoter luciferase reporter, 24 h; AID 485313, 2010; hit rate 2.4% among 320,000; Potency, µM (series often up to 9.22 µM), without a hit: at the top dose activation, usual class: activators;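 further: potency means the concentration at half of the fitted maximal effect; % of control where 0% means no effect; nearly all actives have a fitted effect of over 60% in size; reporter is driven by a mutant NPC1 promoter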
#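 Quantitative HTS used a cell-based reporter: Huh7 cells stably bearing the NPC1 promoter upstream of luciferase were treated with compounds for 24 h, and promoter activation was read as luminescence.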
# Rab9 promoter act = qHTS Assay for Rab9 Promoter Activators; Huh7 Rab9 promoter-luciferase reporter, luminescence, 24 h; Potency, µM (top dose mostly 9.22 µM), for the others: at the top dose activation, negative = inhibition, usual class: activators; hit rate 2.8% among 320,000; further: potency means the concentration at half of the fitted maximal effect; % of control where 0% means no effect; nearly all actives have a fitted effect of over 60% in size
#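 Rab9 promoter-driven luciferase in stably transfected Huh7 cells; 1500 cells/well rested 2 h, exposed to compound in DMSO for 24 h at 37 °C, 5% CO2. Luminescence read 10 min after adding luciferase reagent at ambient temperature.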
# FLuc modulator = qHTS profiling assay for firefly luciferase inhibitor/activator using purifed enzyme and Km concentrations of substrates (counterscreen for miR-21 project); Luciferin 4-monooxygenase (Photinus pyralis), P08659; purified FLuc, Km substrates, luminescence inhibition; Potency, µM (titrated, usually from 57.5 µM), without a hit: top-dose activity change, negative = inhibition, hits mostly inhibitors; hit rate 6.9% among 360,000;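 further: potency means the concentration at half of the fitted maximal effect; plate controls were vehicle for no effect and reference inhibitor for full effect; nearly all actives have a fitted effect of over 55% in size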
# Target sequence (P08659 whole entry, looked up): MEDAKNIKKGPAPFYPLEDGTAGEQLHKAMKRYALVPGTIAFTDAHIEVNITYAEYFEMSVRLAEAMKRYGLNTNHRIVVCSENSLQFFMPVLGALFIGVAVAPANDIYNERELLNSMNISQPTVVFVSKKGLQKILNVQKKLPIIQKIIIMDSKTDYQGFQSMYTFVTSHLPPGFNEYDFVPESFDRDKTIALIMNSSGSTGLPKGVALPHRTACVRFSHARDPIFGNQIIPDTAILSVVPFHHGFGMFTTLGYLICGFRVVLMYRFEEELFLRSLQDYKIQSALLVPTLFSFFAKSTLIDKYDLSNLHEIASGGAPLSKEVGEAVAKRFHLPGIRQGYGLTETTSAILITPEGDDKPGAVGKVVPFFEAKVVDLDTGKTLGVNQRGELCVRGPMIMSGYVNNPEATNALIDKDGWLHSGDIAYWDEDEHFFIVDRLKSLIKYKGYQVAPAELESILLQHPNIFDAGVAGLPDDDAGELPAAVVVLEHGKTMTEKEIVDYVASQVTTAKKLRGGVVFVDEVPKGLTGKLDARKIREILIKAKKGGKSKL
#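 Biochemical qHTS of compounds, final roughly 60 µM downward over six points, against 10 nM purified firefly luciferase using Km concentrations of substrates (10 uM D-luciferin, 10 uM ATP) in Tris acetate pH 7.5 buffer; luminescence output.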
# RORg inh = qHTS for inhibitors of ROR gamma transcriptional activity. hit rate 5.4% among 310,000. Potency, µM (top dose mostly 53.6 µM), inactives show at the top dose activity change, negative = inhibition, hits mostly inhibitors. Drosophila S2 Gal4-RORgamma UAS-luciferase reporter, 20 h. AID 2551, 2010; further: potency means the concentration at half of the fitted maximal effect; on the % scale 0 is the no-effect control and ±100 the full control effect; nearly all actives have a fitted effect of over 60% in size
#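 Drosophila S2 cells stably expressing Gal4-DBD/mouse RORγ fusion under metallothionein promoter plus UAS-luciferase; compound 1 h, then 700 uM CuSO4 induction for 20 h at ambient temperature; inhibition read as reduced luminescence.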
# Giardia kill = Small Molecules that selectively kill Giardia lamblia: qHTS; Giardia lamblia trophozoite viability; activity change, % at 7.66 µM, hits read low; hit rate 0.15% among 340,000; in the data active means activity change below about -80%; inconclusive means between about -30% and that limit;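 further: parasites exposed to compound for two days anaerobically before the ATP read; on the % scale 0 is the no-effect control and ±100 the full control effect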
#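 Luminescence from cellular ATP indicates surviving trophozoites (100 cells/well) following 48 hrs anaerobic compound treatment at 37 deg C; signal develops 15-30 min at room temperature.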
# * marks the source's active call; other numbers are inactive results; ? = inconclusive; . = no result given; [ ] = dose if it differs, or a comment. Unless noted, the call rests on the fitted dose curve; in most records, active means well fitted curve in the direction sought with a large enough effect; inconclusive means small, poorly fitted or top-dose-only effect, or another doubt; inactive means no such curve, though single readings can be large; an effect the other way counts as inactive or inconclusive.
mol,uPA generation,Coupling enz,ELG1 genotox,KCNH2 3.1 inh,Tb PFK block,Gal4-VP16 FLuc,NPC1 prom act,Rab9 promoter act,FLuc modulator,RORg inh,Giardia kill
Cn1cc(/C=C2\SC(=S)N(NC(=O)c3ccccc3Cl)C2=O)c2ccccc21,7%,-12,1%,-18,-3%,7%,-1%,2%,27µM*,-10%,-27
CCCn1c2ccccc2c2cnn(CC(=O)NC3CCC(C)CC3)c(=O)c21 (stereo not given),-1%,.,5%,13,0%,-9%,15%,4%,3%,-5%,-4
CCC(C)NC(=O)c1ccc2c(c1)S(=O)(=O)c1ccccc1C2=O (stereo not given),-25%,.,?,4,-3%,?,?,16%,-16%,-9%,12
Cc1ccc(NC(=S)Nc2c(C)n(C)n(-c3ccccc3)c2=O)cc1,-1%,3,-2%,-17,0%,4%,0%,2%,8%,-30%,-4
O=S(=O)(N/N=C/c1ccc(Cl)cc1)c1ccc(Cc2ncc(C(F)(F)F)cc2Cl)s1,-1%,1,1%,6,0%,-11%,-4%,-4%,4%,28%,-7
COc1ccc(S(=O)(=O)Nc2ccc(Cc3ccncc3)cc2)cc1C,3%,.,-11%,-24,1%,22µM*,-1%,-3%,2%,32%,19
CSC1=C(C#N)C(c2cccc(Br)c2)CC(=O)N1 (stereo not given),.,-1,2%,-8,-7%,18%,0%,-3%,-2%,16%,-1
O=C(Cc1ccccc1)NN1C(=O)C2C(C1=O)C1C=CC2C12CC2 (stereo not given),3%,4,1%,5,2%,-4%,-1%,-2%,4%,-1%,9
COc1cc(C2Nc3ccc4ncccc4c3C3=C2C(=O)CCC3)cc(OC)c1O (stereo not given),-16%,-30,?,-8,-5%,13%,-13%,-20%,-1%,2.8µM*,-10
OCCN1CCN(c2cc(-c3ccccc3)c3ccccc3n2)CC1,3%,0,-4%,?,-13%,0%,-1%,-6%,0%,-10%,-6
COc1cc2ccnc(Cc3cccc(OC)c3OC)c2cc1OC,-16%,-2,0%,9,5%,?,-20%,-38%[inhibitor],7%,?,-9
CN(Cc1ccco1)C(=O)Cn1cc(S(=O)(=O)N2CCCC2)c(S(=O)(=O)N2CCCC2)c1,-1%,-5,3%,2,-2%,-2%,-3%,3%,0%,-1%,-19
COc1ccccc1NC(=O)c1ccc2c(c1)N(CC#N)C(=O)C(C)(C)O2,7%,1,-10%,7,-3%,?,0%,-3%,-3%,35%,12
Cc1c2cnn(CC(=O)Nc3c(F)c(F)cc(F)c3F)c(=O)c2c(C)n1Cc1ccc(F)cc1,.,2,16%,.,0%,-8%,-4%,-16%,-2%,-3%,.
O=C(CCCC(=O)N(CC(=O)NC1CCCCC1)Cc1ccco1)Nc1ccccn1,7%,0,0%,-5,0%,-1%,-2%,-3%,2%,9%,-11
CCn1c2ccccc2c2cc(NC(=O)c3cc(OC)cc(OC)c3)ccc21,2.2µM*,-3,9%,-25,0%,?,-14%,-35%[inhibitor],-9%,-94%,-1
COc1cccc(-c2cc(C(F)(F)F)nc(-n3cc(Cl)cn3)n2)c1,2%,-8,-14%,-7,2%,0%,0%,-3%,2%,-9%,3
Cc1cccc(NC(=O)CSCC(=O)Nc2cc(S(=O)(=O)N3CCOCC3)ccc2N2CCCC2)c1,-15%,2,0%,3,4%,-5%,-3%,-1%,3%,24%,12
CC(=O)NC(NC(=S)Nc1ccc(C)cc1C)C(Cl)(Cl)Cl (stereo not given),-1%,3,-5%,5,-5%,-10%,0%,-1%,2%,-11%,24
O=C(CN1C(=O)NC2(CCCC2)C1=O)Nc1ccccc1N1CCCCC1,14%,.,0%,0,2%,.,-1%,-5%,8%,.,9
O=C(COC(=O)c1ccco1)c1ccc2ccccc2c1,-1%,1,10%,6,2%,16%,-2%,9%,2.4µM*,20%,5
Cc1ccc2c(=O)[nH]c(Nc3nc(C)cc(-c4ccccc4)n3)nc2c1,4%,1,?,24,0%,-13%,-6%,-1%,-7%,1%,15
COc1ccc2c(c1)CC/C(=C/c1ccccn1)C2=O,?,2,15%,0,7%,-7%,?,?,5.4µM*,-42%,-12
O=C(Nc1ccccc1-c1nnc(SCc2ccc(Cl)cc2Cl)o1)c1ccccc1,-7%,0,-1%,-21,0%,0%,0%,-1%,1%,-4%,-5
Cc1ccc(S(=O)(=O)NC(c2ccccc2)C(C)C(=O)n2nc(C)cc2C)cc1 (stereo not given),-3%,1,-2%,-19,0%,?,2%,0%,5%,-18%,-4

# Part of the list above, reformatted.
# Order of values – uPA generation	Coupling enz	ELG1 genotox	KCNH2 3.1 inh	Tb PFK block	Gal4-VP16 FLuc	NPC1 prom act	Rab9 promoter act	FLuc modulator	RORg inh	Giardia kill
COc1cc2ccnc(Cc3cccc(OC)c3OC)c2cc1OC
→ -16%	-2	0%	9	5%	?	-20%	-38%[inhibitor]	7%	?	-9
CN(Cc1ccco1)C(=O)Cn1cc(S(=O)(=O)N2CCCC2)c(S(=O)(=O)N2CCCC2)c1
→ -1%	-5	3%	2	-2%	-2%	-3%	3%	0%	-1%	-19
COc1ccccc1NC(=O)c1ccc2c(c1)N(CC#N)C(=O)C(C)(C)O2
→ 7%	1	-10%	7	-3%	?	0%	-3%	-3%	35%	12
Cc1c2cnn(CC(=O)Nc3c(F)c(F)cc(F)c3F)c(=O)c2c(C)n1Cc1ccc(F)cc1
→ .	2	16%	.	0%	-8%	-4%	-16%	-2%	-3%	.

# (more compounds)
mol,uPA generation,Coupling enz,ELG1 genotox,KCNH2 3.1 inh,Tb PFK block,Gal4-VP16 FLuc,NPC1 prom act,Rab9 promoter act,FLuc modulator,RORg inh,Giardia kill
CCOc1ccccc1NC(=O)COC(=O)C12CC3CC(CC(O)(C3)C1)C2,13%,.,-2%,5,-3%,.,-1%,-3%,11µM*,.,-10
O=C(COc1cccc2ccccc12)NCc1cccnc1,.,-1,3%,-6,-13%,-15%,15%,13%,-2%,-14%,-2
N#CC1=C(N)N(c2ccccc2)C(c2ccco2)C1(C#N)C#N (stereo not given),-7%,-1,9%,3,0%,3%,-7%,-6%,-1%,-15%,-5
CC1CCc2c(sc(NC(=O)C3CCCO3)c2C#N)C1 (stereo not given),0%,0,?,1,-6%,10%,3.5µM*,3.2µM*,11µM*,1%,26
CC[C@]12c3[nH]c4ccc(OC)cc4c3CCN1C(=O)C(CC(=O)NCC13CC4CC(CC(C4)C1)C3)C[C@@H]2C(=O)N1CCN(C(=O)C2CC2)CC1 (stereo not given in full),?,.,-4%,-8,-4%,.,.,.,.,.,15
N/C(=N\OC(=O)CCc1ccccc1)c1cccc(Br)c1,-2%,5,1%,7,-6%[0.46 µM],19%,-5%,0%,17µM*,2%,0
Cc1nn(-c2ccccc2)c(Cl)c1/C=N/N1CCN(c2ccccn2)CC1,1%,0,-12%,3,0%,2%,-1%,3%,2%,2%,-2
COc1ccc(C(=O)NC(=S)N2CCNC(=O)C2)cc1Br,-6%,0,0%,3,3%,?,0%,-10%,-13%,16µM*,21
COc1ccc(N2C(=O)C(CN3CCN(C)CC3)C2c2ccccc2)cc1 (stereo not given),-3%,-2,-3%,-10,2%,-11%[10 µM],0%,-1%,-2%,-8%,2
CCOc1ccc(N2CC(C(=O)Nc3ccccc3F)CC2=O)cc1 (stereo not given),2%,5,-1%,-12,1%,8%,-2%,2%,3%,1%,3
Cc1ccc(C)c(NC2=NCC(=O)N2C2CCCCC2)c1,0%,-1,1%,15,-3%,0%,-3%,-4%,2%,15%,9
CC(=O)Nc1cc(-c2ccccc2)ccc1O,-12%,-2,-2%,5,0%,?,5%,15%,-13%,15%,10
Fc1ccc2cc(CCO[C@H]3CCCCO3)ncc2c1,-13%,.,?,-12,1%,.,.,.,.,.,-20
COc1ccc(Nc2nc(N)c3ccccc3n2)c(OC)c1,-6%,0,?,13,2%,3%,3.5µM*,4.5µM*,7.6µM*,-2%,-1
CC(=O)c1ccc(N2CCN(C(=O)c3ccc(-c4ccccc4)cc3)CC2)cc1,1%,0,-2%,-9,1%,3%,-1%,-11%,0%,?,22

# Compound activity (PubChem)
